PglD DTNB: blocks C. jejuni PglD acetyltransferase activity; inhibition, % at 12.5 µM; AID 602405; 0.098% of 360,000 active; purified PglD enzyme, DTNB colorimetric CoA detection; in the data active = inhibition above about 16%, passing the limit was not always enough; note: strong numbers were not always called active
FN deposit inh: fibronectin deposition inhibition | AH1F fibroblasts, Alexa488-fibronectin deposition fluorescence, overnight | inhibition, % at 12.6 µM | 0.086% of 350,000 active;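 active = mean inhibition across replicates of 30% or more, regardless of how many single replicates reach that level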;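 note: positive control wells lacked labelled fibronectin entirely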
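Assay system: AH1F fibroblasts / Quantity: 10000 cells per well / Medium: DMEM plus 2% serum, read in PBS / Reagent: labelled fibronectin 24 nM / Dosing: single dose, pinned / Times: 1 h cell attachment, overnight exposure to compound and label / Signal: fluorescence, ex 485 nm, em 525 nm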
C2C12 statin: suppression of simvastatin myotoxicity; AID 602340; C2C12 myotubes + simvastatin, ATP luminescence, 48 h; scaled: DMSO 0, geranylgeraniol control 100; 0.78% of 330,000 active; rescue of ATP level, % at 7.49 µM;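 active = mean ATP rescue above about 67%, or every replicate alone reaching that limit, limit read from the data, passing the limit was not always enough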;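 note: myotubes were challenged with 10 µM simvastatin during compound exposure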
F508del corr: correctors of CFTR F508del function in bronchial epithelial cells. CFBE cells, YFP halide quenching; stimulated with forskolin plus potentiator P3; % fluorescence drop versus neutral controls. activity (quench increase), % at 7.58 µM. 0.36% of 350,000 active. AID 720511;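 active = mean added fluorescence quench of at least 8% versus neutral control, with both replicates also reaching 8%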;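 note: cells transiently co-express mutant CFTR-F508del with the halide-sensitive YFP; corrector assay measuring rescue of mutant channel to the surface after 24 h compound exposure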
miR122 inh: blocks miR-122 activity in Huh7 sensor cells. Huh7 miR-122 Renilla luciferase sensor, 48 h; neutral wells = 0, positive control = 100. AID 602342. activation (reporter increase), % at 12.5 µM. 0.3% of 340,000 active;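 active = mean replicate activation score at least 90 and every replicate individually at or above 90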;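 note: higher luciferase means less miR-122 activity so hits act as miR-122 inhibitors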
Cneo AK release: Cryptococcus neoformans lysis via adenylate kinase release; C. neoformans lysis, adenylate kinase release luminescence, 4 h; normalised: neutral wells 0, clomiphene wells 100; lysis activity, % at 15 µM; 0.2% of 360,000 active;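 active = mean lysis activity across replicates of at least 80%, whatever share of replicates individually reach that level; inactive = mean lysis activity below 80%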
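Test system: log-phase Cryptococcus neoformans yeast cells. Input: 5 × 10^6 yeast cells/mL. Medium: fresh YPD growth medium. Doses: single dose. Incubation: static 4 h at 37 °C with compound, 1 h detection. Measured by: luminescent adenylate kinase detection reagent. Read-out: signal increase indicating cell lysis. Benchmarks: Clomiphene.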
GSIS activator: GLuc luminescence reporter in INS-1E cells, primary screen for activators of glucose-dependent secretion of insulin; INS-1E GLuc reporter insulin secretion, 2-3 h; activation, % at 16.6 µM; 0.61% of 370,000 active; AID 743287;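 active = lowest replicate activation of at least 40%, so every replicate reaches that level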;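 note: 0% = median of neutral control wells and 100% = median of IBMX positive control wells; some compounds called inactive have numbers as strong as hits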
PGC1a acetyl inh: modulators of PGC1a acetylation. AID 651687. inhibition, % at 15.6 µM. 0.17% of 350,000 active. U2OS PGC1a acetylation, AlphaScreen anti-acetyl-lysine; with virally co-expressed GCN5 acetyltransferase;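 active = every replicate shows inhibition of at least 40%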;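 note: 0% = neutral control wells and 100% = positive control wells; some results beyond the cut were filed as inactive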
The depositor's hits bear a star; x = no result given; & = joins results of further samples; ! = repeats disagree; [ ] = another dose, or the depositor's remark.

entry	molecule	PglD DTNB	FN deposit inh	C2C12 statin	F508del corr	miR122 inh	Cneo AK release	GSIS activator	PGC1a acetyl inh
1	COc1cccc(/C(O)=C2/C(=O)C(=O)N(CCN3CCOCC3)C2c2cccnc2)c1 (stereo not drawn)	1	x	x	x	-1	-2	1	-2
2	O=C1NCCN1Cc1ccc(F)cc1	8	10	22	x	1	-1	-9	5
3	Cn1c(N)cc(=O)n(Cc2ccccc2)c1=O	-1	3	2	0.4	-4	0	-4	-8
4	N#C/C(=C/c1ccc(-c2ccc(Br)cc2)o1)C(=O)NC1CCCCC1	-6	-4	-7	x	2	4	5	11
5	C[C@@H]1CN([C@@H](C)CO)C(=O)c2cccc(NC(=O)NC3CCCCC3)c2O[C@@H]1CN(C)S(=O)(=O)c1cn(C)cn1	-1	-7	-19	-1.3	-2[16.7 µM]	-1	-1	1
6	O=C(NCC1CCCCC1)[C@H]1[C@H](CO)[C@H]2Cn3c(ccc(C4=CCCCC4)c3=O)[C@@H]1N2	0	x	-8	-1.7	-2[16.7 µM]	2	4	x
7	COc1ccccc1N(C)S(=O)(=O)c1ccc(C(=O)Nc2nccs2)cc1	2	6	-11	27*	-6	0	-36	2
8	CC(=O)c1cccc(S(=O)(=O)N2CCC(n3nnc4cc(F)ccc43)CC2)c1	x	-3	x	x	7	x	-10	-1
9	COc1cc(NC(=O)COC(C)=O)cc(OC)c1OC	7	-4	25	-3.3	-1	-3	5	4
10	Cc1ccc(S(=O)(=O)N2C(=O)CCC2C(=O)NCc2ccco2)cc1 (stereo not drawn)	x	-8	-6	x	0	0	2	-1
11	CN1C(=O)c2cc(NC(=O)c3cccc(C(F)(F)F)c3)ccc2OC[C@@H]2O[C@H](CC(=O)O)CC[C@H]21	-1	-6	-4	x	x	-1	12	x
12	CCN1C(=O)[C@H]2[C@@H](c3ccc(C)cc3)N[C@]3(CCCN(Cc4ccc(OC)cc4)C3=O)[C@H]2C1=O	-1	2	12	1.4	3	0	-19	-34
13	O=c1[nH]cnc(O)c1C(c1ccc2c(c1)OCO2)c1c(O)nc[nH]c1=O	2	-5	-1	1.9	-3	0	5	5
14	CC(Cc1ccccc1)N/C=C1\CC(=O)NC1=O (stereo not drawn)	-10	x	80*	x	-5	2	x	-1
15	COc1ccc(NC(=O)CC23CC4CC(CC(C4)C2)C3)cn1	3	0	-7	0.7	2	0	-22	x
16	COc1ccc(/C=C2/C(=O)N(c3ccccc3)N=C2C)cc1Br	1	-3	2	-1.0	x	6	13	-7
17	CC1CCN(Cc2c(C(=O)N/N=C/c3ccc(C(F)(F)F)cc3)nnn2-c2nonc2N)CC1	-5	5	11	0.6	-4	2	-39	x
18	CN(C)S(=O)(=O)c1ccc(C(=O)NCCN=C2NS(=O)(=O)c3ccccc32)cc1	-2	1	8	1.5	6	1	-2	-5
19	C[C@@H]1CCCCO[C@@H](CN(C)S(C)(=O)=O)[C@H](C)CN([C@@H](C)CO)C(=O)c2cc(NC(=O)C3CCCCC3)ccc2O1	-5	x	27	-0.2	-2[16.7 µM]	0	9	6
20	C[C@@H]1CCCCO[C@H](CN(C)C(=O)Cc2ccccc2)[C@H](C)CN([C@@H](C)CO)C(=O)c2cc(NS(=O)(=O)c3cccs3)ccc2O1	-2	x	x	2.3	9[16.7 µM]	-4	-18	0
21	CCCc1cc(=O)oc2c(CN(CC)CC)c(O)c(Cl)cc12	-2	4	x	-1.9	0	0	-27	-2
22	COc1ccc(/C=C2\SC(=O)N(CCNC(=O)C3CC4C=CC3C4)C2=O)cc1 (stereo not drawn)	x	-17	x	2.4	x	x	-1	6
23	C[C@@H]1CCCCO[C@@H](CN(C)C(=O)Nc2ccccc2)[C@@H](C)CN([C@H](C)CO)C(=O)c2cc(NC(=O)CCCCCC(=O)Nc3ccccc3N)ccc2O1	3	0	x	5.9	6[16.7 µM]	2	13	-3
24	C[C@@H](CO)NC(=O)c1ccc2c3n(nc2c1)-c1ccccc1CO3	3	2	-9	1.7	-6	-6	7	3
25	CNC(=O)c1ccccc1S(=O)(=O)c1ccccc1C#N	-1	x	101*	x	1	-4	x	4
26	CCC(=O)N1Cc2cc(C(=O)NCCOC)nc(-c3cccc(-c4ccc(C#N)cc4)c3)c2[C@H]1CCO	x	0&2	x	0.3&3.7	x	x	-1&15	-5
27	CCOCCCNC(=O)C1CCN(S(=O)(=O)N2CC(C)CC(C)C2)CC1 (stereo not drawn)	-1	x	1	x	-4	-7	x	-16
28	CC(C)(O)C#Cc1ccc([C@H]2[C@@H](CO)N3CCCCN(C(=O)c4ccncc4)C[C@H]23)cc1	0	x	13	2.3	7[16.7 µM]	-4	12	11
29	Cc1ccc(-n2c(Cc3cccn3C)nnc2SCC(=O)N2CCN(c3ccccc3)CC2)cc1	2	x	-27	x	-10	0	x	5
30	COc1ccc(S(=O)(=O)N(C)C[C@H]2Oc3ccc(NC(=O)Cc4cn(C)c5ccccc45)cc3CC(=O)N([C@@H](C)CO)C[C@H]2C)cc1	1	x	23	0.5	-8[16.7 µM]	-2	3	3

Two entries picked at random from those above:
entry	molecule	PglD DTNB	FN deposit inh	C2C12 statin	F508del corr	miR122 inh	Cneo AK release	GSIS activator	PGC1a acetyl inh
5	C[C@@H]1CN([C@@H](C)CO)C(=O)c2cccc(NC(=O)NC3CCCCC3)c2O[C@@H]1CN(C)S(=O)(=O)c1cn(C)cn1	-1	-7	-19	-1.3	-2[16.7 µM]	-1	-1	1
23	C[C@@H]1CCCCO[C@@H](CN(C)C(=O)Nc2ccccc2)[C@@H](C)CN([C@H](C)CO)C(=O)c2cc(NC(=O)CCCCCC(=O)Nc3ccccc3N)ccc2O1	3	0	x	5.9	6[16.7 µM]	2	13	-3

Full records, looked up by structure. Screens in order: PglD DTNB | FN deposit inh | C2C12 statin | F508del corr | miR122 inh | Cneo AK release | GSIS activator | PGC1a acetyl inh
COc1cc(NC(=O)COC(C)=O)cc(OC)c1OC as listed: 7 | -4 | 25 | -3.3 | -1 | -3 | 5 | 4
COc1ccc(NC(=O)CC23CC4CC(CC(C4)C2)C3)cn1 as listed: 3 | 0 | -7 | 0.7 | 2 | 0 | -22 | x
COc1cccc(/C(O)=C2/C(=O)C(=O)N(CCN3CCOCC3)C2c2cccnc2)c1 (stereo not drawn) as listed: 1 | x | x | x | -1 | -2 | 1 | -2
C[C@@H]1CCCCO[C@@H](CN(C)C(=O)Nc2ccccc2)[C@@H](C)CN([C@H](C)CO)C(=O)c2cc(NC(=O)CCCCCC(=O)Nc3ccccc3N)ccc2O1 as listed: 3 | 0 | x | 5.9 | 6[16.7 µM] | 2 | 13 | -3
CC(C)(O)C#Cc1ccc([C@H]2[C@@H](CO)N3CCCCN(C(=O)c4ccncc4)C[C@H]23)cc1 as listed: 0 | x | 13 | 2.3 | 7[16.7 µM] | -4 | 12 | 11

Given with one line to a screen: 2 of the compounds above.
[12] CCN1C(=O)[C@H]2[C@@H](c3ccc(C)cc3)N[C@]3(CCCN(Cc4ccc(OC)cc4)C3=O)[C@H]2C1=O
[13] O=c1[nH]cnc(O)c1C(c1ccc2c(c1)OCO2)c1c(O)nc[nH]c1=O

compound no. | 12 | 13
PglD DTNB | -1 | 2
FN deposit inh | 2 | -5
C2C12 statin | 12 | -1
F508del corr | 1.4 | 1.9
miR122 inh | 3 | -3
Cneo AK release | 0 | 0
GSIS activator | -19 | 5
PGC1a acetyl inh | -34 | 5

Entries by screen from above.
miR122 inh, entries 16 to 20 → x, -4, 6, -2[16.7 µM], 9[16.7 µM]
F508del corr, entries 16 to 20 → -1.0, 0.6, 1.5, -0.2, 2.3

Later entries
entry	molecule	PglD DTNB	FN deposit inh	C2C12 statin	F508del corr	miR122 inh	Cneo AK release	GSIS activator	PGC1a acetyl inh
31	COC1CCCN(C(=O)c2ccc(OC3CCN(S(=O)(=O)N(C)C)CC3)cc2)C1 (stereo not drawn)	0	5	8	0.0	-6	0	1	4
32	COCCNC(=O)c1onc(CSc2ccccc2F)c1C(=O)O	-4	0	-6	1.4	0	13	26	-5
33	COc1ccc(CS(=O)(=O)/C(Cl)=C(/Cl)C(=O)Nc2ccc(OC)nc2)cc1	7	x	-373	x	-7	-6	x	34
34	COc1ccc(-c2cc(C(=O)Nc3c(C)nn(Cc4ccccc4Cl)c3C)no2)cc1	-1	1	29	x	-1	1	x	-6
35	Cn1c(=O)c(=O)n(C)c2cc(S(=O)(=O)CCC(=O)NCc3ccccc3)ccc21	0	4	-1	3.7	0	0	x	-7
36	COc1cc(NC(=O)c2csc(N)n2)cc(C(=O)Nc2cccc(C(F)(F)F)c2)c1	-12&3	9	-53&-25	8.0*!	7&27	-4&0	1&1	-4
37	COc1cc(C2Oc3ccccc3C=C2[N+](=O)[O-])cc(OC)c1OC (stereo not drawn)	5	17	x	-13	-5	1	-30	5
38	COc1ccc(C2C3=C(CC(C)(C)CC3=O)N(C)C3=C2C(=O)CC(C)(C)C3)cc1	-2	1	2	-4.6	7	-1	0	-5
39	CSCC[C@H](NC(=O)Nc1cccc(C(F)(F)F)c1)C(=O)O	3	x	-19	x	-2	2	x	17
40	COc1cc(C(=O)N2CCN(S(=O)(=O)c3cccs3)CC2)cc(OC)c1C	x	-1	0	-2.6	6	x	-27	x
41	CCOC(=O)CN(C(=O)Cn1nnc2ccccc21)C(C(=O)NCCOC)c1ccccc1 (stereo not drawn)	-6	-10	-5	x	1	5	x	4
42	O=C(Nc1cc(F)ccc1F)c1ccc2c(=O)n3c(nc2c1)CCC3	-14	x	-21	-0.4	-2	-2	-9	-4
43	COc1ccccc1-c1ccc2c(c1)O[C@H](CN(C)C(=O)c1cccnc1)[C@H](C)CN([C@@H](C)CO)S2(=O)=O	-1	x	5	-1.2	-3[16.7 µM]	3	23	0
44	COc1ccc(C2C3=C(CC(C)(C)CC3=O)Nc3cc4c(cc32)OCO4)cc1 (stereo not drawn)	2	x	x	x	-3	2	10	-1
45	CC=Cc1ccc2n(c1=O)C[C@@H]1[C@@H](CO)[C@H](C(=O)NCCC)[C@H]2N1CC1CCCC1 (mixture of isomers)	-3	x	-15	x	x	-1	0	x
46	O=C(O)c1cc([N+](=O)[O-])c(NCc2cccnc2)c([N+](=O)[O-])c1	-2	4	-1	-2.8	-16	-1	-4	x
47	O=C(c1ccc([N+](=O)[O-])s1)N1CCN(c2ccc(C(F)(F)F)cn2)CC1	-7	2	10	-1.8	0	1	3	x
48	CC1CCN(S(=O)(=O)c2c[nH]c(=O)[nH]c2=O)CC1	0	2	-3	1.9	-4	2	-2	0
49	C[C@H](CO)N1C[C@H](C)[C@H](CN(C)S(=O)(=O)c2cccs2)OCCCC[C@H](C)Oc2ccc(NC(=O)C3CCCCC3)cc2C1=O	4	x	x	0.8	3[16.7 µM]	1	-9	4
50	Cc1noc(NS(=O)(=O)c2ccc(NC(=O)c3cccc(S(=O)(=O)N(C)c4ccccc4)c3)cc2)c1C	-5	12	3	-1.1	-3	-1	6	5
51	Cc1ccc(SCC(=O)Nc2oc(C)c3c(C)n[nH]c(=O)c23)cc1C	4	-2	11	-1.5	-7	3	10	13
52	CN(C)[C@H]1CCN([C@@H]2CS(=O)(=O)N[C@H]2COCc2ccccc2)C1	5	x	5	5.5	-3	2	19	24
53	CC(C)C(NS(=O)(=O)c1cccc2nsnc12)C(=O)Nc1nc2ccc(Cl)cc2s1 (stereo not drawn)	-1	0	-4	1.2	1	-1	12	-3
54	COc1ccc(-c2ccc(C(=O)NCCN3CCOCC3)c3occc23)c(C)c1	2	-1	1	4.7	9	1	-7	-5
55	CCN1CCN(C(=S)Nc2ccc3nc(N4CCN(C)CC4)cc(C)c3c2)CC1	2	17	x	0.1	1	0	15	x
56	CCOC(=O)Nc1ccc2c(c1)ncn2C1CCCCC1	5	x	-79	x	1	0	x	8
